# Source: PubChem (several laboratories)
# RAM network inh: inhibitors of the yeast RAM network. S. cerevisiae dse1pr::URA3 reporter, 5-FOA growth OD615, 2 d; analog-sensitive cbk1-as2 kinase mutant strain. inhibition, % at 50 µM. hit rate 1.8% among 190,000;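 active = inhibition above a set limit, 3 SD over mean compound inhibition, cut at about 8.4% in these data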;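 note: 0% = DMSO-only wells with no growth and 100% = 10 µM 1-NA-PP1 full growth; inhibition rescues growth on 5-FOA so higher OD means more RAM inhibition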
# Hsp70 activator: transcriptional activators of Hsp70; HeLa Hsp70 promoter luciferase reporter, luminescence; scaled: vehicle 0, proteasome-inhibitor control 100%; activation, % at 10 µM; hit rate 0.04% among 200,000; AID 1203;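 active = activation above the mean across all tested compounds plus 3 SD, cutoff set per campaign, cut at about 5.5% in these data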;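 note: 100% = MG132 at 30 µM as the positive control and 0% = DMSO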
# STAT1 activator: increases IFN-gamma driven STAT1 reporter signal | NIH 3T3 STAT1-luciferase reporter, luminescence; 100% = IFN-gamma alone, no compound | activation (% of control), % at 5.5 µM | hit rate 2.6% among 200,000 | AID 932;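 active = activation above the screen-wide mean activation plus 3 SD, cut at about 130% in these data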;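 note: raw ratio to IFN-gamma control signal so 100% means no change and 0% no light; values of inactives mirror those of a sister screen read the other way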
# APP transl inh: APP translation inhibition; SH-SY5Y APP 5'UTR-luciferase reporter, luminescence; hit rate 0.82% among 190,000; inhibition, % at 2 µM;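 active = inhibition above a set limit, derived from the sample mean plus 3 SD, cut at about 45% in these data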; note: values of inactives mirror those of a sister screen read the other way
# STAT3 blocker: STAT3 signaling inhibition; U3A cells, IL-6 STAT3-luciferase reporter, luminescence; host cell line lacks STAT1; inhibition, % at 5.5 µM; hit rate 0.89% among 190,000; AID 862;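 active = inhibition above the mean inhibition across all screened compounds plus 3 SD, cut at about 44% in these data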;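 note: 0% = DMSO only wells and 100% = 100 µM nifuroxazide control wells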
# STAT1 blocker: inhibitors of IFN-gamma induced STAT1 signaling; NIH 3T3 STAT1-luciferase reporter, luminescence; AID 920; inhibition, % at 5.5 µM; hit rate 0.35% among 200,000;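 active = inhibition above a set limit, the mean inhibition across all tested compounds plus 3 SD, cut at about 34% in these data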;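 note: 0% = IFN-gamma with DMSO and 100% = IFN-gamma with 300 µM nifuroxazide; values of inactives mirror those of a sister screen read the other way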
# NF-kB expr up: raises NF-kB expression in human neuronal cells | NF-kB reporter expression; active compounds read high | hit rate 1.6% among 190,000 | fold change at 12.5 µM; in the data active = fold change above about 3.3
# FLuc inhib CS: counter-screen for luciferase assay inhibitors: firefly luciferase inhibition. P08659. ATPLite firefly luciferase biochemical luminescence, 10 min. inhibition, % at 10 µM. hit rate 1.5% among 200,000. AID 1006;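 active = inhibition above about 50% when tested at 10 µM, limit read from the data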
# Target sequence (P08659 whole entry, looked up): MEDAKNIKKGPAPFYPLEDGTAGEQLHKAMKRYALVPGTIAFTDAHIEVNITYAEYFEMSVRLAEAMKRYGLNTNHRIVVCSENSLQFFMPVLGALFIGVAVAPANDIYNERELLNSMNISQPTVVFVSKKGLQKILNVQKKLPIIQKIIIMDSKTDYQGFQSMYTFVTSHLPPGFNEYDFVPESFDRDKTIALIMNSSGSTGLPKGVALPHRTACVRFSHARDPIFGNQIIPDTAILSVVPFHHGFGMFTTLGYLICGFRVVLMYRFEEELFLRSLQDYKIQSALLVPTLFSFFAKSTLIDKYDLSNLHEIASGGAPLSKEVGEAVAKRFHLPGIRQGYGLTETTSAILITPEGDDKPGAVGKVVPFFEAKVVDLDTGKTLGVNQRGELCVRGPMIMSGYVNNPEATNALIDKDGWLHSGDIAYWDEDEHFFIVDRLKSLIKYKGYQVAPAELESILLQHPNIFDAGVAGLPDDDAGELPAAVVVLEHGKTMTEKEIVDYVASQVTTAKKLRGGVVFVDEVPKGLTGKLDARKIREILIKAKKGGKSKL
# APP 5'UTR act: APP 5'UTR luciferase reporter activation. AID 1276. activation, % at 2 µM. SH-SY5Y APP 5'UTR luciferase reporter, luminescence; zero percent = DMSO vehicle wells. hit rate 1% among 190,000;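 active = activation above a set limit, based on mean plus 3 SD of controls, cut at about 140% in these data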; note: values of inactives mirror those of a sister screen read the other way
# STAT3 activator: STAT3 signaling activation. U3A cells, IL-6 STAT3-luciferase reporter, luminescence; 100% = signal with IL-6 EC80 alone. activation (% of control), % at 5.6 µM. hit rate 0.91% among 190,000. AID 871;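 active = activation above the screen-wide mean of compound activation plus 3 SD, cut at about 130% in these data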;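 note: 0% = background luminescence of wells with medium and substrate only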
#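 Assay system – human STAT1-deficient U3A cells with stable STAT3-luciferase reporter · Also added – IL-6 (33 ng/mL) · Schedule – compound 1 h, then IL-6 6 h at 37 °C · Technique – reporter luminescence signal · Evaluation – % activation versus median of IL-6-stimulated wells · Benchmarks – IL-6-only wells as 100% reference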
# Starred values were filed as active, the others as inactive; · = no result given.
# Sample of the layout (11 entries):
SMILES,RAM network inh,Hsp70 activator,STAT1 activator,APP transl inh,STAT3 blocker,STAT1 blocker,NF-kB expr up,FLuc inhib CS,APP 5'UTR act,STAT3 activator
Cc1ccc(C(=O)CNc2ccc(Cl)cc2)cc1,3.1,-0.2,106,-28,16,-8,1.8,7,28,88
COc1cccc(N2C(=O)c3ccncc3C2=O)c1,0.5,0.1,100,2,-3,0,0.89,-3,-2,103
O=C(NCCn1cccn1)c1ccc(OC2CCN(CCc3ccccc3)CC2)cc1,-0.8,-0.1,101,-36,11,-3,1.5,-5,36,95
CCCCC(c1nnnn1CS(=O)(=O)c1ccc(C)cc1)N1CCN(C)CC1 (stereo not drawn),2.8,-0.2,102,14,-1,-4,1.5,-5,-14,103
O=C(NNS(=O)(=O)c1ccccc1[N+](=O)[O-])c1ccncc1,4.3,0.1,104,-2,3,-4,1.1,-2,2,101
O=c1c2ccc(Cl)cc2[nH]c(=S)n1CCC1=CCCCC1,2.5,-0.1,96,-13,20,4,1.4,1,13,85
Clc1ccc(-c2ccc(C=Nc3ccc(N4CCOCC4)cc3)o2)cc1,-0.3,-0.5,107,1,-26,-8,1.2,0,-1,119
Cc1ccccc1OCCSc1nnc(-c2ccncc2)n1C,0.3,0.2,96,-16,7,4,1.5,-12,16,97
Cc1ccc(NC(=O)/C(C#N)=C/c2cc(C)n(-c3ccc(N4CCOCC4)c([N+](=O)[O-])c3)c2C)c(C)c1,5.4,-0.1,102,-1,15,-2,0.51,-2,1,97
COc1cccc(CCc2nnc(CCC(=O)N3CCCC3c3nccs3)o2)c1 (stereo not drawn),-0.6,-0.1,99,5,7,0,1,-6,-5,98
CCn1cc(C(=O)NCC2CCCO2)c(=O)c2cc(S(=O)(=O)N3CCCCCC3)ccc21 (stereo not drawn),-0.3,-0.4,91,1,10,10,0.71,-2,-1,100

# Main list, previewed entries included:
SMILES,RAM network inh,Hsp70 activator,STAT1 activator,APP transl inh,STAT3 blocker,STAT1 blocker,NF-kB expr up,FLuc inhib CS,APP 5'UTR act,STAT3 activator
Cc1ccc(C(=O)CNc2ccc(Cl)cc2)cc1,3.1,-0.2,106,-28,16,-8,1.8,7,28,88
COc1cccc(N2C(=O)c3ccncc3C2=O)c1,0.5,0.1,100,2,-3,0,0.89,-3,-2,103
O=C(NCCn1cccn1)c1ccc(OC2CCN(CCc3ccccc3)CC2)cc1,-0.8,-0.1,101,-36,11,-3,1.5,-5,36,95
CCCCC(c1nnnn1CS(=O)(=O)c1ccc(C)cc1)N1CCN(C)CC1 (stereo not drawn),2.8,-0.2,102,14,-1,-4,1.5,-5,-14,103
O=C(NNS(=O)(=O)c1ccccc1[N+](=O)[O-])c1ccncc1,4.3,0.1,104,-2,3,-4,1.1,-2,2,101
O=c1c2ccc(Cl)cc2[nH]c(=S)n1CCC1=CCCCC1,2.5,-0.1,96,-13,20,4,1.4,1,13,85
Clc1ccc(-c2ccc(C=Nc3ccc(N4CCOCC4)cc3)o2)cc1,-0.3,-0.5,107,1,-26,-8,1.2,0,-1,119
Cc1ccccc1OCCSc1nnc(-c2ccncc2)n1C,0.3,0.2,96,-16,7,4,1.5,-12,16,97
Cc1ccc(NC(=O)/C(C#N)=C/c2cc(C)n(-c3ccc(N4CCOCC4)c([N+](=O)[O-])c3)c2C)c(C)c1,5.4,-0.1,102,-1,15,-2,0.51,-2,1,97
COc1cccc(CCc2nnc(CCC(=O)N3CCCC3c3nccs3)o2)c1 (stereo not drawn),-0.6,-0.1,99,5,7,0,1,-6,-5,98
CCn1cc(C(=O)NCC2CCCO2)c(=O)c2cc(S(=O)(=O)N3CCCCCC3)ccc21 (stereo not drawn),-0.3,-0.4,91,1,10,10,0.71,-2,-1,100
COc1ccc(-c2cc(-c3cc(F)ccc3O)[nH]n2)cc1OC,6.0,1.0,106,-136,2,-6,2.9,-1,136*,106
CSc1ccccc1C(=O)N1CCN(c2cccc(Cl)c2)CC1,-1.2,0.0,93,-8,14,5,1.1,-9,8,92
Cc1nnc(NC(=O)c2ccc3ccccc3c2)o1,-0.1,-0.7,102,-5,7,-2,1.2,28,5,101
O=C1Nc2cc(C(=O)N3CCN(Cc4ccccc4)CC3)ccc2SC1N1CCOCC1 (stereo not drawn),1.4,-0.2,98,·,16,2,0.96,-6,·,91
CC(C)(C)OC(=O)NC1CONC1=O (stereo not drawn),2.3,-0.2,94,-5,-4,7,1,-4,5,108
CC(=O)c1ccc(NS(=O)(=O)c2ccc(C)cc2)cc1,-0.4,-0.2,98,-2,8,2,1.2,-2,2,96
CCC1CCc2c(sc3nc(SCC(=O)NCc4ccco4)n(-c4ccccc4)c(=O)c23)C1 (stereo not drawn),5.1,-0.2,95,12,0,7,1.1,-5,·,103
COC(=O)c1c(C(=O)OC)c2oc3ccccc3n2c1Cl,3.0,-0.2,104,11,0,-3,1.2,-6,-11,100
Cc1ccccc1NC(=S)N(CCCN1CCOCC1)Cc1cccs1,1.2,-0.3,103,3,-7,-4,1.2,-9,-3,104
O=C(Nc1cccc(N2C(=O)C3C4C=CC(C4)C3C2=O)c1)c1cccs1 (stereo not drawn),0.9,-0.4,100,-1,8,-2,1.1,2,1,97
CC(C)CN(Cc1cc2ccccc2[nH]c1=O)C(=O)c1cccnc1,1.1,-0.3,106,-14,0,-5,1.2,-1,14,104
N#CCCn1c(SCC(=O)N2CCN(S(=O)(=O)c3ccccc3)CC2)nc2ccccc21,1.2,-0.2,99,-10,4,1,0.96,-2,10,99
COc1ccc(-c2nc3nc(C)cc(C)n3n2)cc1,2.1,1.4,129*,-8,-10,-29,1.5,59*,·,111
CCC(=O)NC(=S)Nc1cccc(NC(=O)c2ccco2)c1,0.5,-0.3,97,10,0,1,1.1,-4,-10,102
Cc1cc(N2CCCN(C)CC2)nc2cc(Cl)ccc12,0.4,-0.4,100,1,8,-2,1.2,-6,-1,97
CCNC(=S)NS(=O)(=O)c1ccc(Cl)cc1,-0.3,-0.2,98,14,9,2,1,-6,-14,97
Cc1nc2ccc(S(=O)(=O)NC(C(=O)N3CCCCCC3)C(C)C)cc2s1 (stereo not drawn),2.2,-0.3,102,-9,13,-2,1.2,-13,9,94
CCOC(=O)C1CCN(C(c2cccs2)c2sc3nc(C)nn3c2O)CC1 (stereo not drawn),0.1,-0.3,91,6,9,11,1,-7,-7,93
O=C(NCc1ccc(F)cc1)c1cnn2ccccc12,-0.9,0.0,132*,-55,1,-35,2.4,17,55,103
O=C(Nc1ccc2c3c(cccc13)CC2)c1ccco1,0.3,0.0,111,-11,6,-12,1.6,16,11,99
C=CCNC(=O)C1CC(=O)N(c2ccc(OCC(=O)Nc3cccc(OC)c3)cc2)C1 (stereo not drawn),0.8,-0.3,101,-9,-16,-1,1.2,-17,9,113
Cc1ccc(S(N)(=O)=O)c(C)c1-n1cnnn1,0.0,0.1,101,-5,2,0,1.1,-5,5,104
O=C1C2C3C=CC(C2C(=O)N1C1CCCCC1)C1C(=O)N(C2CCCCC2)C(=O)C31 (stereo not drawn),2.3,-0.2,97,·,8,-1,1.1,2,·,94
Cc1ccc(NC(=O)c2ocnc2C)cc1Cl,-0.2,0.6,145*,-73,14,-49,2.7,12,73,91
CCN(CCCn1c(=S)[nH]c2ccc(N3CCOCC3)cc2c1=O)c1ccccc1,2.0,-0.1,90,-8,16,10,1.1,-8,8,96
CCN(CC)S(=O)(=O)c1ccc2[nH]cc(C(=O)NCCN3CCCCCC3)c(=O)c2c1,0.4,-0.2,98,3,1,2,1.1,-5,-3,101
COc1cc(C(=S)N2CCOCC2)ccc1OC(=O)c1cc([N+](=O)[O-])cc([N+](=O)[O-])c1,2.1,-0.5,97,2,-2,3,0.79,-6,-2,97
COc1cc(C(=O)N/C(=C\c2cn(S(=O)(=O)N(C)C)c3ccccc23)C(=O)NCCCO)cc(OC)c1OC,1.2,-0.3,91,4,5,9,1.2,-2,-4,98
Oc1cccc(C2c3[nH]c4ccccc4c3CCN2Cc2cnn(-c3ccccc3)c2)c1 (stereo not drawn),1.1,-0.5,91,5,-40,8,1.1,-1,-5,138*
COc1ccc(-c2nc(=S)[nH][nH]2)cc1OC,4.5,-0.1,107,0,0,-8,1.3,0,0,102
CCOC(=O)c1c(N)sc2c(NC(C)=O)cccc12,0.3,-0.1,110,-12,-4,-11,1,2,12,104
CC(C)(C)c1ccc(C(=O)Oc2ccc3c(c2)OCC3=O)cc1,2.4,0.1,103,-101,-6,-4,2,-5,101,106
O=C(OCn1nnc2ccccc2c1=O)c1ccco1,0.0,-0.1,96,10,11,4,1.6,-4,-10,98
CCNC(=O)NCCc1c[nH]c2ccc(Cl)cc12,1.8,0.2,108,3,15,-7,1.5,6,-3,92
CC(C)NC(=O)CCCc1cn(C)c2ccccc12,1.1,-0.2,101,-7,7,-1,1.1,-8,7,99
COc1ccccc1OCC(=O)NNC(=S)NC(=O)c1ccco1,1.2,0.1,96,-4,0,5,1,-3,4,98
COc1ccc(Cc2nc3ccccc3n2CC(=O)N/N=C/c2ccccc2)cc1OC,0.4,-0.3,102,-3,-6,-2,0.95,2,3,105
ClCc1cc2ccccc2nc1Cl,-0.4,-0.1,93,-4,5,8,1.3,-5,4,96
CCCn1nc(C(=O)OCC(=O)c2c(N)n(C)c(=O)n(C)c2=O)c2ccccc2c1=O,6.3,-0.4,54,-8,14,49*,0.76,-6,8,92
COc1ccc(NC(=S)Nc2cccc(C(F)(F)F)c2)c(C)c1,-0.6,0.4,100,-18,6,-3,0.94,-2,18,100
Nn1c(SCc2ccccc2)nc2c(cnn2-c2ccccc2)c1=O,5.9,-0.3,135*,-93,8,-39,2.1,-3,93,98
CC(=O)Nc1ccccc1C(=O)C(=O)Nc1cccc(C(=O)NCC2CCCO2)c1 (stereo not drawn),-0.5,-0.3,100,2,14,1,1.1,-6,-2,94
CCOC(=O)C1=NN(c2cccc(C)c2)C2(S1)SC(C(C)=O)=C(C)N2c1ccccc1 (stereo not drawn),1.6,0.0,99,-7,-3,2,0.69,-1,7,103
O=C(O)c1nccnc1C(=O)N1CCN(c2ccccc2)CC1,0.5,-0.3,104,-7,2,-4,1.2,-10,7,103
CC(C)[C@H](NC(=O)Nc1cccc(C(F)(F)F)c1)C(=O)O,1.4,-0.1,106,-26,2,-6,1.1,-6,26,101
Cc1ccc(C(=O)NC2CCS(=O)(=O)C2)cc1S(=O)(=O)N1CCOCC1 (stereo not drawn),-0.6,0.2,107,-12,-2,-8,1.1,2,12,105
CCOc1ccc(NC(=O)Nc2ccc3c(c2)N(C)C(=O)CS3)cc1,11*,0.1,112,-6,6,-12,1,7,5,96
Cc1csc2ncc(C(=O)N3CCCc4ccccc43)c(=O)n12,-1.5,0.2,95,-22,6,5,1.1,-8,22,103

# Rows are unselected, and some 7.7% of all compounds hit somewhere here.
